Screening results deposited in PubChem BioAssay by National Center for Advancing Translational Sciences (NCATS).
GLP1R cytotox: cytotoxicity in counter-screen for GLP-1R inverse agonists; Potency, µM (top dose mostly 38.3 µM), for inactives: at the highest dose activity change, negative = inhibition, hits mostly inhibitors; HEK293 cAMP-luciferase reporter cells, luminescence, 24 h; hit rate 0.13% among 410,000; AID 624418;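 also: loss of luciferase light is scored as toxicity; potency is read from the fitted curve at half-maximal effect; % is scaled to controls: 0 for no effect and ±100 for the full control effect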
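To flag toxic compounds, the library was rerun on cells for 24 hr at 37 deg C and 5% CO2. Viability-linked luminescence was captured 12 min after adding luciferase detection reagent.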
HT1080-NT tox: kills 2HG-producing HT-1080-NT fibrosarcoma cells. HT-1080-NT fibrosarcoma viability, CellTiter-Glo ATP luminescence, 48 h. Potency, µM (top dose mostly 46.1 µM), for the others: at the highest dose activity, negative = less viability, most hits filed as cytotoxic. AID 686970. hit rate 1.6% among 360,000;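 also: NT is the 2HG producing partner of a matched IDH1 knockdown line; potency is read from the fitted curve at half-maximal effect; 0% = DMSO-treated cells and -100% = media-only wells without cells; nearly all actives have a fitted effect of over 55% in size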
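Luminescent CellTiter-Glo readout after 48 hours of compound exposure at 37 degrees C defined viability of HT-1080-NT cells. Activity was normalized to DMSO wells and cell-free media wells; concentration-response curves were fitted and assigned curve classes.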
MCF10A rereplic: DNA re-replication induction in MCF 10a cells; MCF 10A DNA re-replication, Hoechst nuclear intensity, 48 h; Potency, µM (series often up to 46.1 µM), for inactives: at the top dose activity, positive = re-replication, usual class: activators; hit rate 2.9% among 350,000; AID 624296; also: potency is read from the fitted curve at half-maximal effect; % of control where 0% means no effect; nearly all actives have a fitted effect of over 50% in size
SW480 rerep: inducers of DNA re-replication in SW480 colon cancer cells. SW480 DNA re-replication, Hoechst DNA content imaging, 48 h. Potency, µM (series often up to 46.1 µM), inactives show top-dose re-replication activation, usual class: activators. hit rate 1.8% among 340,000. AID 624297; also: potency is read from the fitted curve at half-maximal effect; % of control where 0% means no effect; nearly all actives have a fitted effect of over 55% in size
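Compounds, transferred as 23 nL by pin tool, were incubated with cells for 48 hr; DNA content per nucleus was then quantified by Hoechst staining and fluorescence plate imaging.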
IL1B secr inh: inhibitors of inflammasome signaling (IL-1 beta secretion). AID 743279. activity change, % at 57.5 µM. THP-1 LPS/ATP IL-1B secretion, AlphaLISA, 16 h; stronger effect = lower value. hit rate 4.7% among 360,000; in the data active = activity change below about -50%; inconclusive = mostly about -30% to -49%; also: % is scaled to controls: 0 for no effect and ±100 for the full control effect
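THP-1 cells pretreated 1 hr with compounds (up to 57.5 uM final), then stimulated with LPS (250 ng/mL final) plus ATP (1.25 mM final); secreted IL-1B measured by AlphaLISA after 16 hr, decreased signal indicating inhibition.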
HT1080 IDH1KD tx: toxicity to HT-1080 IDH1 knockdown cells (counter line); Potency, µM (doses to about 46.1 µM), without a hit: top-dose activity, negative = toxicity, actives largely listed as cytotoxic; HT-1080 IDH1 knockdown viability, ATP luminescence, 48 h; hit rate 2% among 360,000;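 also: potency is read from the fitted curve at half-maximal effect; 0% = DMSO wells and -100% = cell-free medium wells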
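Knockdown cells (IDH1KD HT-1080) received compounds 2 h after plating at 750 cells/well and were kept 48 h at 37 °C in 5% FBS RPMI. A CellTiter-Glo luminescence read gave % activity for curve fitting.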
KB-3-1 cytotox: kills parental KB-3-1 adenocarcinoma cells; hit rate 1.4% among 400,000; KB-3-1 viability, CellTiter-Glo ATP luminescence, 72 h; Potency, µM (titrated, usually from 46.1 µM), for inactives: top-dose activity change, negative = cytotoxic, most hits filed as cytotoxic; AID 1347075; also: potency is read from the fitted curve at half-maximal effect; % is scaled to controls: 0 for no effect and ±100 for the full control effect; nearly all actives have a fitted effect of over 60% in size
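KB-3-1 cells, DMEM (no phenol red) + 10% FBS; compound by pin transfer, 72 h, 37 °C. Readout: CellTiter-Glo luminescence after 10 min. Data normalized, curve-fitted.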
DRD3 agonist: activates the human D3 dopamine receptor | P35462 | D3R DiscoveRx beta-arrestin cells, luminescence, 90 min | max activation, % | hit rate 0.58% among 410,000 | AID 652048; in the data active = max activation above about 30%; also: 0% is about no effect; mostly tested at two doses, the higher about 12 µM
Target sequence (P35462 whole entry, looked up): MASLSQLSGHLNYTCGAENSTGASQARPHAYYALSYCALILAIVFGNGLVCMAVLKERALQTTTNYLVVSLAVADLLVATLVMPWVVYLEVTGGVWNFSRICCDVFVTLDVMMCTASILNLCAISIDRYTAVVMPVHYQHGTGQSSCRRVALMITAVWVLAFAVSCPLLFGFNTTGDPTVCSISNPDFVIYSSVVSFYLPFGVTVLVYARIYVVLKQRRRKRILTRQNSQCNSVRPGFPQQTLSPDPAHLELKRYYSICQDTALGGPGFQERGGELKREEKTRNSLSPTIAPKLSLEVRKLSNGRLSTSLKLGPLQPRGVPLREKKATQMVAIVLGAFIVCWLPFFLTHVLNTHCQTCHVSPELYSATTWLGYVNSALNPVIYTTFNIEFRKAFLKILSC
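Agonist-mode cell screen: cells plated at 1500/well and incubated overnight at 37 °C, then exposed to library compounds for 90 min at 37 °C. Detection reagent was added for 30–60 min at room temperature, and luminescence was read.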
KB-V1 MDR tox: KB-V1 MDR subline cytotoxicity; KB-V1 MDR cells viability, CellTiter-Glo, 72 h; Potency, µM (doses to about 46.1 µM), for inactives: top-dose activity change, negative = cytotoxicity, actives largely listed as cytotoxic; hit rate 3.4% among 400,000; also: potency is read from the fitted curve at half-maximal effect; % is scaled to controls: 0 for no effect and ±100 for the full control effect; nearly all actives have a fitted effect of over 60% in size
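In this primary screen, KB-V1 cells overexpressing P-gp are incubated with library compounds (lowest to highest concentration) for 72 h at 37 degrees C before a luminescent ATP viability read.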
Numbers without * were called inactive; ? = inconclusive; . = no result given; & = joins results of further samples; [ ] = another dose, or the depositor's remark. Unless noted, calls follow the shape of the dose curve; as a rule, active = well fitted curve in the direction sought with a large enough effect; inconclusive = small, poorly fitted or top-dose-only effect, or another doubt; inactive = no such curve, though single readings can be large; an effect the other way counts as inactive or inconclusive.

SMILES | GLP1R cytotox | HT1080-NT tox | MCF10A rereplic | SW480 rerep | IL1B secr inh | HT1080 IDH1KD tx | KB-3-1 cytotox | DRD3 agonist | KB-V1 MDR tox
CC(NC(=O)c1cc2c(=O)n3ccccc3nc2n(C(C)C)c1=N)c1ccccc1 (stereo not drawn) | 70.4%[activator] | . | . | . | . | . | 0.5% | -10.6 | -5.5%
CCCCCCCCOC(=O)C1=C(C)Nc2nnnn2C1c1cccs1 (stereo not drawn) | ? | ? | ? | 16.3% | 30.1 | ? | ? | 0.3 | 14.6µM*
N#Cc1ccc(C(=O)NC(=S)N2CCN(C=O)CC2)cc1 | -0.6% | 12.5% | -1.6% | -4.7% | 8.6 | 5.4% | -2.7% | 0.2 | -4.3%
COc1ccc(-c2c(-c3ccccc3OC)oc3ccccc23)cn1 | 10.8% | 8.4% | 16.4µM* | -4.0% | 16.1 | 17.4% | 4.5% | -4.4 | -0.1%
CCn1c(SCc2ccc(F)cc2)nc2ccccc2c1=O | 19.4% | -5.4% | ? | 3.1% | -8.1 | -2.4% | -3.0% | -4.6 | -4.9%
N#Cc1ccc(OCC(=O)NC2CCCCCC2)cc1 | -3.3% | 3.2% | ? | -2.6% | -6.7 | 10.8% | 12.7% | 13.2 | -0.2%
CC1CCCC(C)N1C(=O)COC(=O)c1cc([N+](=O)[O-])ccc1N1CCOCC1 (stereo not drawn) | -10.4% | -18.1% | 7.3% | -3.0% | -17.3 | -14.7% | 11.7% | -0.2 | -8.3%
COc1ccc(C(=O)NCc2nc3ccccc3[nH]2)cc1OC | -0.9% | -0.6% | -0.5% | -2.6% | -7.9 | -1.9% | 2.2% | -1.5 | -1.0%
CC(SCC(=O)NC12CC3CC(CC(C3)C1)C2)C(=O)O (stereo not drawn) | 57.2%[activator] | -4.4% | -37.7%[inhibitor] | 16.5% | 50.9 | -1.2% | 24.8% | -4.4 | -1.9%
O=C(CC1SC(N2CCCC2)=NC1=O)Nc1ccc(C(=O)N2CCN(c3cccc(Cl)c3)CC2)cc1 (stereo not drawn) | -22.0% | 0.5% | 14.1% | 0.3% | -50.4* | -12.5% | -6.3% | 0.4 | -0.9%
CCCCn1nnnc1NCc1ccc(OC)c(OC)c1 | -11.3% | 13.9% | -4.2% | -7.7% | -6.5 | 6.3% | -18.2% | -1.2 | ?
Cc1cc(C)c2nc(N(CCCN(C)C)C(=O)c3ccc4c(c3)OCCO4)sc2c1 | ? | 11.6µM* | 18.4µM* | ? | -78.7* | ? | ? | -12.4 | 25.9µM*
O=C(NCc1ccccn1)c1ccc(Cn2cc(Br)cn2)o1 | -0.3% | 8.7% | ? | -7.0% | 4.3 | 0.3%[9.24 µM] | 2.9% | -0.8 | 2.1%
CCC(C)NC(=S)Nc1ccccc1 (stereo not drawn) | -9.1% | 27.5% | 5.4% | -0.9% | 25.3 | 15.8% | -9.0% | 6.3 | -13.4%
Cc1ccc(Cl)cc1N=C(N)N=C(N)N | 3.6%[0.307 µM] | 7.7% | 1.3% | -1.8% | -20.0 | 7.0% | 0.0% | -3.8 | 2.0%
C=CCOC(=O)C1=C[C@H](c2cn(C(C)=O)c3ccccc23)C[C@H](OCCCCO)O1 | 23.5% | 5.0% | -0.4% | -7.8% | 0.0 | 5.9% | 25.9% | 28.1 | 8.8%
CCC(CC)C(=O)Nc1cc(C(=O)NCCc2ccccc2)ccc1Cl | -13.6% | 4.6% | 0.8% | -0.1% | -19.1 | 6.1% | 14.7% | -2.3 | ?
Cc1ccc(NC(=O)c2c(C)oc3ccc(O)c(CN4CCOCC4)c23)c(C)c1 | 8.3% | . | . | . | . | . | 3.2% | 7.1 | 0.3%
CCN(Cc1ccc2c(c1)OCCO2)S(=O)(=O)c1ccc(NC(C)=O)cc1 | -6.0% | -5.5%[9.24 µM] | 10.7% | 20.8% | 14.1 | -1.3% | -28.2% | 0.7 | ?
COc1cc(=O)n2c(n1)SCCC2 | -8.0% | 15.5% | 8.3% | -5.0% | 0.0 | 1.3% | 0.0% | 7.5 | -16.3%
Cc1ccc(/C=N/n2c(-c3ccncc3)n[nH]c2=S)cc1 | 1.5% | -5.7% | -2.5% | -2.2% | 11.2 | -3.3% | -12.0% | -4.2 | -5.2%
O=C(Nc1cccc2cccnc12)c1cccc(N2C(=O)CCC2=O)c1 | -7.2% | 19.3% | -1.8% | -0.1% | -2.4 | 6.5% | 5.8% | 5.2 | 16.1%
COC(=O)C(NC(C)=O)(Nc1nc(C)cs1)C(F)(F)F (stereo not drawn) | -9.6% | 15.3% | -8.5% | 0.0% | -7.9 | 16.0% | -2.4% | 1.0 | 14.1%
O=C(O)Cn1cc2c(n1)CCCC2 | -1.4% | 13.2% | -3.2% | 2.4% | 0.0 | 20.4% | 20.4% | 0.0 | 0.0%
CN(Cc1ccccc1)C(=O)CN1C(=O)COc2ccc(S(=O)(=O)N3CCCC3)cc21 | -9.1% | -0.1% | 3.5% | -17.2% | 18.4 | -2.0% | 13.1% | -2.5 | 6.6%
Going on with the list:
SMILES | GLP1R cytotox | HT1080-NT tox | MCF10A rereplic | SW480 rerep | IL1B secr inh | HT1080 IDH1KD tx | KB-3-1 cytotox | DRD3 agonist | KB-V1 MDR tox
N/C(=N\OS(=O)(=O)c1ccccc1)c1ccncc1 | -1.2% | 17.9% | 19.2% | -23.9% | 3.9 | 19.7% | 3.4% | 3.7 | 13.2%
CN(CC(=O)Nc1cccc(F)c1)C(=O)c1cccnc1Sc1ccc(Cl)cc1 | -4.5% | -7.1% | 4.0% | -2.0% | -13.6 | -23.2% | -16.8% | -16.8 | ?
Fc1ccc(Nc2nnc(-c3ccncc3)s2)cc1Cl | 0.2% | 28.1% | . | . | -28.3 | 16.5% | 0.0% | -1.8 | -0.4%
COc1ccccc1Nc1nc(N)nc(CN2CC(C)CC(C)C2)n1 (stereo not drawn) | 3.0%[0.307 µM] | ? | 0.7% | -6.9% | 8.7 | 13.2% | 4.2% | 0.3 | 6.4%
CCOc1ccc(N(Cc2ccc(OC)cc2)C(=O)c2ccco2)cc1 | -22.2% | ? | 17.9% | 18.0% | ? | ? | -21.8% | -0.6 | ?
COC(=O)[C@H]1[C@@H](C)N(Cc2ccccc2)C(=O)N[C@H]1c1cccc(C(F)(F)F)c1 | 0.0% | 0.4% | ? | -3.2% | 14.4 | -1.9% | -4.4% | 14.2 | -2.7%
Cc1cc(C(=O)NC(C)C)on1 | -1.8% | 11.0% | 2.8% | -7.5% | 11.8 | 4.6% | 3.0% | -2.2 | -1.7%
Cc1cccc(-c2nc(CS(=O)CC(=O)NC3CCCC(C)C3C)c(C)o2)c1 (stereo not drawn) | -12.6% | 5.5% | 5.1% | -5.8% | 8.1 | -0.9% | -17.8% | 1.3 | -14.9%
CS(=O)(=O)N(CC(=O)Nc1ccccc1Sc1ccccc1)C1CCCCC1 | -2.5% | ? | ? | 16.1% | ? | ? | ? | 0.0 | 5.8µM*
CCOc1ccc(S(=O)(=O)Nc2cccc(C(=O)NCCCN3CCOCC3)c2)cc1 | -1.7% | -3.4% | 26.7% | -7.5% | -5.1 | 0.0% | -19.9% | -4.4 | 11.1%
O=C(CN1C(=O)CCSc2ccc(S(=O)(=O)N3CCCC3)cc21)Nc1ccccc1 | 5.4%&4.4% | 11.0% | 3.1% | 0.6% | 9.1 | 0.6% | 0.8% | -0.8&0.3 | -0.4%
CCOc1ccc(-c2c(C(=O)N/N=C(\C)c3ccccc3OC)nnn2-c2nonc2N)cc1 | 6.4% | 8.2% | 20.9% | -29.1% | 23.6 | -3.0% | -1.2% | 12.2 | -4.0%
COc1ccc(Cl)cc1-c1nc(-c2ccc(Br)o2)no1 | -22.5% | 1.7% | -1.3% | 0.0% | 8.7 | 2.6% | 6.3% | 3.6 | 18.3%
CC(C)OCCCNC(=O)c1ccncc1 | 1.0% | 13.7% | 28.9% | -6.9% | 0.4 | 2.9% | 2.9% | 1.0 | -2.9%
COc1cc(C2C(C(=O)c3cccs3)=C(O)C(=O)N2CCN2CCOCC2)cc(OC)c1OC (stereo not drawn) | -15.8% | -1.3% | -0.8% | -13.9% | 2.3 | 8.7% | 12.7% | 7.3 | 10.1%
CN1CCc2ccccc2Cc2[nH]c3ccccc3c2CC1 | 0.1% | -5.3% | -18.5% | 13.9% | 0.2 | -8.1% | -0.1% | -53.9 | -16.9%
O=C(c1cccs1)N1CCN=C1SCc1ccccc1 | 5.8% | -4.3% | ? | -7.6% | ? | -9.8% | 5.0% | 7.7 | -12.3%
CC(C)=CCC[C@H](C)C[C@@H]1Cc2[nH][nH]c(=O)c2[C@@H](c2ccc(F)cc2)O1 | -15.8% | -29.6% | . | . | -16.8 | -27.7% | -7.9% | 2.3 | 0.7%
Cc1nc(N2CCCC2)c2nnn(Cc3ccccc3Cl)c2n1 | -0.1% | 2.1% | -4.7% | -22.2% | 3.6 | -0.1% | 2.6% | 23.5 | -27.7%
Cc1ccc(NC(=O)C2C3/C=C\CCCCC32)cc1 (stereo not drawn) | -10.8% | 0.1% | 24.8% | 9.5% | 1.0 | -1.4% | 3.2% | -2.0 | 25.9%

Exported as tab-separated lines: 3 of the compounds above
canonical_smiles	GLP1R cytotox	HT1080-NT tox	MCF10A rereplic	SW480 rerep	IL1B secr inh	HT1080 IDH1KD tx	KB-3-1 cytotox	DRD3 agonist	KB-V1 MDR tox
COC(=O)[C@H]1[C@@H](C)N(Cc2ccccc2)C(=O)N[C@H]1c1cccc(C(F)(F)F)c1	0.0%	0.4%	?	-3.2%	14.4	-1.9%	-4.4%	14.2	-2.7%
Cc1cc(C(=O)NC(C)C)on1	-1.8%	11.0%	2.8%	-7.5%	11.8	4.6%	3.0%	-2.2	-1.7%
Cc1cccc(-c2nc(CS(=O)CC(=O)NC3CCCC(C)C3C)c(C)o2)c1 (stereo not drawn)	-12.6%	5.5%	5.1%	-5.8%	8.1	-0.9%	-17.8%	1.3	-14.9%
